# AID inh = inhibitors of human activation induced cytidine deaminase; Q9GZX7; AID deamination FRET fluorescence, UDG-coupled, 4 h; Potency, µM (titrated, usually from 115 µM), without a hit: top-dose activity change, negative = inhibition, most hits filed as inhibitors; hit rate 0.32% among 91,000; AID 1347428; note: nearly all actives have a fitted effect of over 25% in size
# Target sequence (Q9GZX7 whole entry, looked up): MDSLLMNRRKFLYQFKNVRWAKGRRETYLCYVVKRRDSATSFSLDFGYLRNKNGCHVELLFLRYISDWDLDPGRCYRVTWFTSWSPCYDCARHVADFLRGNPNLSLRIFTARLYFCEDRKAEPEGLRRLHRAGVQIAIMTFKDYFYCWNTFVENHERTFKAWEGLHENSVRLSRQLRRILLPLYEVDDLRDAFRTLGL
# UDG counter = blocks uracil-DNA glycosylase in AID counter-screen; hit rate 0.14% among 91,000; Potency, µM (highest dose often 115 µM), for the others: at the top dose activity change, negative = inhibition, actives largely listed as inhibitors; FRET deamination/UDG coupled assay, UDG read, 4 h; note: nearly all actives have a fitted effect of over 65% in size
# * marks the source's active call; other numbers are inactive results; ? = inconclusive; & = joins results of further samples; [ ] = another dose, or the depositor's remark. Calls come from the whole dose curve; as a rule, active = well fitted curve in the direction sought with a large enough effect; inconclusive = small, poorly fitted or top-dose-only effect, or another doubt; inactive = no such curve, though single readings can be large; an effect the other way counts as inactive or inconclusive. % is set by controls: 0 for no effect and ±100 for the full control effect; potency is the fitted concentration of half-maximal effect. The list is partial, so the mix of outcomes need not match the whole.
# The first three compounds, to show the layout:
compound	AID inh	UDG counter
O=c1c(-c2ccccc2)nnc2sc(-c3ccccc3)nn12	3%	5%
CCOC(=O)C1CCN(C(c2cccc(F)c2)c2c(O)cc(C)n(Cc3ccco3)c2=O)CC1 (stereo not drawn)	3%	37%[activator]
CCOc1ccc2oc(=O)c(-c3ccccc3)c(C)c2c1	-10%	0%

# All compounds of this part, repeating the preview:
compound	AID inh	UDG counter
O=c1c(-c2ccccc2)nnc2sc(-c3ccccc3)nn12	3%	5%
CCOC(=O)C1CCN(C(c2cccc(F)c2)c2c(O)cc(C)n(Cc3ccco3)c2=O)CC1 (stereo not drawn)	3%	37%[activator]
CCOc1ccc2oc(=O)c(-c3ccccc3)c(C)c2c1	-10%	0%
COc1ccccc1NC(=O)Cn1c(=O)n(Cc2ccccc2)c(=O)c2c3c(sc21)CN(C(C)=O)CC3	1%	-10%
COc1ccc(-n2nnnc2C(C)(C)N2CCOCC2)cc1	-11%	10%
O=C(CSc1nc2ccccc2o1)OCC(=O)c1ccc(F)cc1	-14%	7%
O=C(NCc1ccccc1Cl)C(=O)NCC(c1cccs1)S(=O)(=O)c1cccs1 (stereo not drawn)	10%	-9%
CC(C)(C)C(=O)Nc1ccc2nc(SCC(=O)N3CCc4ccccc43)sc2c1	39%[activator]	13%
CCC(C)(C(=O)NC1CCCCC1)N(Cc1cccs1)C(C)=O (stereo not drawn)	9%	0%
COCCCn1c(SCC(=O)Nc2ccccc2OC)nc2c(sc3ccccc32)c1=O	2%	2%
Nc1nccnc1C(=O)NCc1ccccc1	-4%	0%
CC(C)CNC(=O)C(=O)Nc1c2c(nn1-c1ccccc1)CS(=O)(=O)C2	14%	6%
CC(C)(C)c1ccc(C(CC(=O)O)NC(=O)C2CCCCC2)cc1 (stereo not drawn)	7%	-7%
CCc1cccc2c(C(=O)C(=O)Nc3ccc4c(c3)OCCO4)c[nH]c12	1%	4%
CCOc1ccc(C(=O)NCC(c2ccc3c(c2)OCO3)N2CCN(c3ccccc3F)CC2)cc1 (stereo not drawn)	3%	18%
COc1cc(NC(=O)c2ccc3oc(=O)c(S(=O)(=O)c4ccccc4)cc3c2)cc(OC)c1	19%	15%
O=Cc1c[nH]c2ccc(F)cc12	3%	2%
Cc1ccc(Cl)cc1NC(=O)Cn1cc2c(n1)CCCCC2	-2%	3%
COc1cc(Cl)ccc1S(=O)(=O)N1CCC(C(N)=O)CC1	-6%	-10%
CCn1c(-n2nc(C)cc2C)nc2c1c(=O)n(Cc1ccccc1F)c(=O)n2C	2%	1%
CCCC1=Nc2cc(C(=O)N3CCC(C(=O)OCC)CC3)ccc2Sc2ccccc21	-28%	-10%
CCSc1nn(CC(=O)N(CC)CC)c2nc3c(c(=O)n12)C(C)(CC)Cc1ccccc1-3 (stereo not drawn)	-17%	-8%
CNC(=O)C1CCC(Cn2c(=O)c3sccc3n(CC(=O)Nc3cc(C)cc(C)c3)c2=O)CC1 (stereo not drawn)	-4%	7%
CC(OC(=O)c1cc2ccccc2[nH]1)C(=O)NC1CC1 (stereo not drawn)	6%	4%
NC(=O)CC[C@H](N)C(=O)O	2%	2%
c1ccc(SC(Sc2ccccc2)=C(Sc2ccccc2)Sc2ccccc2)cc1	-1%	-9%
CCC1CCC(NC(=O)c2ccncc2)CC1 (stereo not drawn)	-2%	5%
Cc1ccc(-c2nc(CNC(=O)Nc3ccccc3)c(C)o2)cc1	-4%&9%	0%&-17%
CCOc1ccc(CCNC(=O)C(CC(C)C)N2Cc3ccccc3C2=O)cc1OCC (stereo not drawn)	-2%	0%
Cc1cc(=O)oc2cc(NC(=O)Cc3ccccc3F)ccc12	5%	1%
CCC(=O)Nc1ccc(CC)cc1-c1nc2ccccc2n(CC(=O)Nc2ccccc2C)c1=O	1%	0%
O=C(CN1CCN(C(=O)c2ccc3ccccc3c2)CC1)Nc1ccccc1Cl	?	-18%
COc1c(C)cc(Br)cc1C(=O)Nc1ccc(-c2nc3ncccc3o2)cc1	2%	6%
CCC(=O)OCCCNc1nc(-c2ccc(Cl)cc2)nc2ccccc12	3%	?
Cc1nn(C(=O)c2ccccc2)c(C)c1S(=O)(=O)N1CCOCC1	0%	2%
COc1ccccc1CCNC(=O)c1sc(NC2CCCC2)nc1C	-15%	-6%

# Ordered by the number under AID inh (lowest first): 3 of the compounds above
molecule,AID inh
COc1ccccc1CCNC(=O)c1sc(NC2CCCC2)nc1C,-15%
CCOc1ccc(CCNC(=O)C(CC(C)C)N2Cc3ccccc3C2=O)cc1OCC (stereo not drawn),-2%
COc1c(C)cc(Br)cc1C(=O)Nc1ccc(-c2nc3ncccc3o2)cc1,2%

# (list continues)
compound	AID inh	UDG counter
O=C(COc1ccccc1F)Nc1nn2cc(-c3ccccc3)nc2s1	-9%	-13%
O=C1C(Br)C2C3CC4C(CC(Br)C42)C13 (stereo not drawn)	-7%	-3%
Cc1cc(-c2nnn(CC(=O)NC(C)C)n2)ccc1F	-5%	7%
COc1ccccc1Nc1cc(C(=O)NC2CCC(C)CC2)c2ccccc2n1 (stereo not drawn)	?	-4%
COc1cn(CC(=O)Nc2ccc(F)cc2)c(CN2CCCCC2)cc1=O	-5%	-2%
COCCCNC(=O)c1cc2c(-c3cccc(OC)c3)nn(C)c2s1	-25%	-26%
CC(C)C(=O)Nc1ccc2[nH]cc(C(C(=O)O)N3CCN(c4ccc(Cl)cc4)CC3)c2c1 (stereo not drawn)	-5%	-3%
CCc1ccc(C2c3c(oc4ccc(F)cc4c3=O)C(=O)N2c2nc(C)c(C(=O)OC)s2)cc1 (stereo not drawn)	19%	12%
CCC(=O)NC12CC3CC(CC(C3)C1)C2	-3%	-8%
O=C(NC(Nc1ccccc1F)C(=O)c1ccccc1)c1ccc(Cl)cc1 (stereo not drawn)	6%	-4%
Cc1ccc(Nc2nc3ccccc3nc2NS(=O)(=O)c2ccccc2)cc1	-10%	-1%
Cc1ccc(C)c(NC(=O)Cn2ccn(-c3cccc(Cl)c3)c(=O)c2=O)c1	4%	12%
O=C(NC1CCCCC1)c1ccc(CSc2nc3cccnc3n2Cc2ccccc2)cc1	18%	8%
Cc1ccc(S(=O)(=O)c2cn(Cc3ccccc3)c3cc(N4CCOCC4)c(F)cc3c2=O)cc1	?	-21%
CCCCc1c(C)nc2c(C)cccc2c1SCC(=O)O	-7%	-1%
CCCSCCCNC(=O)CN1C(=O)COc2ccc(S(=O)(=O)N3CCCCCC3)cc21	?	-5%
CC(NC(=O)c1cccs1)C(=O)NCc1ccccn1 (stereo not drawn)	-27%	-18%
Cc1ccc(C(=O)/C=C/c2cccc3ccccc23)cc1[N+](=O)[O-]	-7%	6%
CCNc1c(NC(=O)c2ccccc2OCC)c(=O)oc2ccccc12	7%	2%
COc1ccc(C2(C(N)=O)CCCC2)cc1	1%	-6%
Cn1c(Sc2ncc(C(F)(F)F)cc2Cl)nnc1-c1ccncc1	-6%	-5%
CCc1cccc(NC(=O)c2sc3nc[nH]c(=O)c3c2C)c1	5%	0%
Cc1c(-c2cccc(NC(=O)c3ccc(F)c(F)c3)c2)nc2ncccn12	-6%	7%[57.5 µM]
O=S(=O)(Nc1nc2ccccc2nc1Nc1ccc(F)c(Cl)c1)c1cccs1	-7%	0%
COc1ccc(-c2cc3n(n2)CC(C)(C(=O)NCc2ccccc2)N(Cc2ccc(C)o2)C3=O)cc1 (stereo not drawn)	-16%	-9%
COc1ccc(N(C(=O)c2ccccc2C)S(=O)(=O)c2ccc(C)cc2)cc1	?	79µM*
C#Cc1cccc(NS(=O)(=O)c2cccs2)c1	6%	-3%
CCc1nn(CC(=O)Nc2ccc(N(CC)CC)cc2C)c(=O)c2cc3sccc3n12	-25%	-7%
CC(=O)Nc1ccc(NC(=O)C2(C)CC2(Cl)Cl)cc1Cl (stereo not drawn)	-1%	4%
COc1ccc(CCNC(=O)c2cnc3sc(N4CCOCC4)nn3c2=O)cc1	-10%	17%
Cc1ccc(NC(=O)c2c(C)oc3ccc(O)c(CN4CCCCC4)c23)c(C)c1	5%	5%
CC(C)(C)c1cc(NC(=O)Nc2ccc(F)cc2)no1	2%	-1%
Cc1ccc(NC(NC(=O)c2ccc(Br)cc2)C(Cl)(Cl)Cl)cc1 (stereo not drawn)	-11%	-6%
COc1cc2cc(CNc3ccccc3)c(=O)n(CC(=O)Nc3cccc(Cl)c3C)c2cc1OC	-22%	3%
CC(C)c1cc(C(=O)Nc2cccc(Cl)c2)nn1C1CCS(=O)(=O)C1 (stereo not drawn)	-4%	5%
Cc1cc(OC(=O)c2ccc(Cl)cc2)cc(OC(=O)c2ccc(Cl)cc2)c1	-7%	-20%
COc1ccccc1NC(=O)CSc1oc(-c2ccccc2)nc1S(=O)(=O)c1ccc(C)cc1	7%	-15%
O=c1[nH]c2cc3c(cc2c(=O)n1CCc1nc(-c2ccccc2)no1)OCO3	-5%	36%[activator]
CNC(=S)NCc1ccc(C(=O)OC)cc1	6%	4%
O=C1CCCC2=C1C(c1cccnc1)CC(=O)N2c1ccccc1C(F)(F)F (stereo not drawn)	-3%	-6%
COc1ccc2c(c1)CCCN2C(=O)COc1ccc2ccc(=O)oc2c1	-4%	0%
O=C(CSc1nc2c(c(=O)n1-c1ccc(Br)cc1)SCC2)N1CCCCCC1	-17%	-4%
O=C(CSc1ncnc2ccccc12)Nc1cc(F)ccc1F	-1%	-6%
COc1ccccc1N(CC(=O)Nc1cc(C)cc(C)c1)S(C)(=O)=O	-12%	-12%
N#Cc1cc(N)cc(I)c1	4%	4%
Cn1c(=O)c2c(SCC(=O)NCc3ccco3)nc(-c3ccccc3Cl)nc2n(C)c1=O	-11%	?
CCc1ccc(NCc2cc3cc4c(cc3n(CC(=O)Nc3cccc(OC)c3)c2=O)OCO4)cc1	36%[activator]	-2%
COc1ccc(-c2cccc(NS(=O)(=O)c3cccs3)c2)nn1	13%	2%

# Individual results from above:
# CCc1ccc(NCc2cc3cc4c(cc3n(CC(=O)Nc3cccc(OC)c3)c2=O)OCO4)cc1 | UDG counter = -2%
# Cn1c(=O)c2c(SCC(=O)NCc3ccco3)nc(-c3ccccc3Cl)nc2n(C)c1=O | AID inh = -11%
# COc1ccc(-c2cccc(NS(=O)(=O)c3cccs3)c2)nn1 | UDG counter = 2%
# N#Cc1cc(N)cc(I)c1 | AID inh = 4%
# O=C1CCCC2=C1C(c1cccnc1)CC(=O)N2c1ccccc1C(F)(F)F (stereo not drawn) | UDG counter = -6%

# Going on with the list.
compound	AID inh	UDG counter
Cc1ccc(-c2nc3ncccc3o2)cc1NC(=O)c1ccc(-c2ccc(Cl)cc2)o1	19%	30%
Cc1ccc(Sc2ccc(NC(=O)c3ccccc3)cc2)c(C)c1	-2%	9%
Clc1cccc(N2CCN(c3ncnc4c3nc3n4CCCCC3)CC2)c1	?	-3%
N#CC1=C(N)OC2=C(C(=O)CCC2)C1c1ccc(-c2ccccc2)cc1 (stereo not drawn)	-16%	-6%
CC(C)N1CCCC(CNC(=O)c2ccccc2C(F)(F)F)C1 (stereo not drawn)	-7%	-6%
O=c1oc2ccc(Br)cc2cc1-c1csc(-c2ccccc2)n1	-15%	-5%
Cc1ccc(-c2c3c(=O)n(C)c(=O)n(C)c3c3c(-c4cccc(C)c4)nc4ccccc4n23)cc1	54%[activator][57.5 µM]	10%[57.5 µM]
O=C(NCCSc1c(-c2ccc(Cl)cc2)[nH]c2ccccc12)c1ccc(S(=O)(=O)N2CCOCC2)cc1	23%	-5%
COCCn1c(SCc2nnc(C)o2)nc2sc(C)c(C)c2c1=O	-2%	0%
O=C(CCc1c[nH]c2ccccc12)Nc1ccccc1OC(F)F	6%	-11%
CCN1CCN(c2nc3c(c(=O)[nH]c(=O)n3C)n2CCCc2ccccc2)CC1	-2%	-3%
COc1cc(S(=O)(=O)N2CCC(C(N)=O)CC2)c(C)cc1Br	-8%	5%
CC(C)C(=O)N1c2ncnn2C2(CCCCC2)[C@@H]2CCCC[C@@H]21	-6%	1%
Cc1cccc(NC(=O)Cn2cc(S(=O)(=O)Cc3ccccc3Cl)c3ccccc32)c1	87%[activator]	-19%
Cn1c(=O)c2c(ncn2CCCC(=O)Nc2ccc(N3CCCC3=O)cc2)n(C)c1=O	-2%	9%
CCCCNC(=S)NN	-2%	-5%
Cc1ccc(-c2nc3n(n2)C(=O)CC(c2ccc(Cl)cc2)S3)cc1 (stereo not drawn)	-1%	-8%
Nc1nccnc1C(=O)NCCSCc1cccs1	0%	1%
Cc1cccc(N2CCN(C(=O)c3cnn(-c4cccc(Cl)c4C)c3C3CCNCC3)CC2)c1C	24%	-5%
Cc1c2cnn(CC(=O)N3CCN(c4ccc(F)cc4)CC3)c(=O)c2c(C)n1Cc1ccccc1F	25%	2%
CCN(CC)C(=S)SCC(=O)NCC(=O)Nc1c(C)cc(C)cc1C	-10%	-5%
CCC(C)c1ccc(OCC(=O)Nc2cccc(-c3nc4ncccc4o3)c2)cc1 (stereo not drawn)	32µM*	-17%
COc1cc(SC)ccc1C(=O)Oc1ccc(C(C)=O)cc1	1%	3%
Cc1cc(C)cc(Oc2c(C(F)(F)F)oc3cc(O)ccc3c2=O)c1	-7%	-17%
O=C(Nc1ccc(F)cc1F)c1ccc2c(O)c(S(=O)(=O)c3ccc(Cl)cc3)c(=O)[nH]c2c1	?	1%
O=C(Cn1cnc2ccccc2c1=O)OCC(=O)c1ccc2c(c1)OCO2	12%	-9%
Cc1ccc(C)c(S(=O)(=O)N2CCc3ccccc32)c1	-10%	-9%
CCC(=O)N1c2ccccc2CC1C(=O)NCCc1ccccc1 (stereo not drawn)	14%	33%[activator]

# Screening data from PubChem.
